Screening data: PubChem, Broad Institute
IDH1 R132H inh: IDH1 R132H (human) inhibition; AID 624101; actives 0.18% (n = 70,000); IDH1 R132H reductase, diaphorase/resazurin fluorescence, 60 min; inhibition, % at 10 µM; in the data active = inhibition above about 34%;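 also: 0% = DMSO and 100% = no enzyme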
Target sequence (O75874 whole entry R132H): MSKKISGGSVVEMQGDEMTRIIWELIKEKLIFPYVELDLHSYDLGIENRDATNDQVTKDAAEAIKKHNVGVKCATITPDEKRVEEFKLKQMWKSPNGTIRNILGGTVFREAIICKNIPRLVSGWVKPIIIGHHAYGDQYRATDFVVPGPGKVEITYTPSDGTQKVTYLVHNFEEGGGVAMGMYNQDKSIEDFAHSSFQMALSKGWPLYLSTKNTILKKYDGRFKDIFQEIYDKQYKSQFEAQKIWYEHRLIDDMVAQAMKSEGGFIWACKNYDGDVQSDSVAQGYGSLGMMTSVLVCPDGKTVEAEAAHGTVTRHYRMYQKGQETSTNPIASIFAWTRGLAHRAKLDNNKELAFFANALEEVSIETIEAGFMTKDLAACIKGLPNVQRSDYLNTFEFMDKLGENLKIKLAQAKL
EZH2 inh: inhibitors of human EZH2/PRC2 methyltransferase. actives 0.35% (n = 57,000). AID 651548. Q15910. PRC2 H3K27 methylation, DELFIA TRF, 1 h. inhibition, % at 12.5 µM;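 active = mean inhibition of replicates at least 50% and every single replicate also reaching 50%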;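 also: dimethyl H3K27 on biotinylated H3 21-44 peptide detected by antibody; plate controls were median neutral control wells for no effect and median positive control wells for full effect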
* hit, by the source's call; · = not tested or not shown. An excerpt (hit frequency here may not be typical).

Under each structure: IDH1 R132H inh	EZH2 inh
> Cc1cc(C(=O)Nc2cccc3c2O[C@H](CN(C)S(=O)(=O)c2ccccc2)[C@H](C)CN([C@@H](C)CO)C3=O)n(C)n1
    -0.9	·
> CSc1ccccc1NC(=O)CN(c1ccc(C)c(Cl)c1)S(C)(=O)=O
    0.0	5.4
> O=C(NCC[C@H]1CC[C@@H](NS(=O)(=O)c2cccc(F)c2)[C@H](CO)O1)C1CCCCC1
    0.0	-4.2
> COc1ccc(NC(=O)N(C)C[C@@H]2OCCCC[C@H](C)Oc3ccc(NS(=O)(=O)c4ccc(OC)cc4)cc3C(=O)N([C@H](C)CO)C[C@H]2C)cc1
    0.1	·
> CC[C@H](C)C(=O)O[C@H]1C[C@H](O)C=C2C=C[C@H](C)[C@H](CC[C@@H](O)C[C@@H](O)CC(=O)O)[C@H]21
    -0.4	-3.2
> CO[C@H]1CN(C)C(=O)c2cc(NC(=O)Nc3ccccc3)ccc2OC[C@@H](C)NC[C@H]1C
    0.3	1.8
> CCC(=O)Nc1ccc2c(c1)OC[C@@H](C)N(CC1CC1)C[C@@H](C)[C@H](OC)CN(C)C2=O
    -0.4	-6.6
> CC(C)CC#Cc1cnc2c(c1)C(=O)N([C@@H](C)CO)C[C@H](C)[C@@H](CN(C)Cc1ccccc1F)O2
    -0.8	·
> C[C@@H]1CN([C@H](C)CO)C(=O)c2cccc(NC(=O)C3CCOCC3)c2O[C@@H]1CN(C)C(=O)Nc1ccccc1
    1.7	-9.6
> Cc1ccccc1/C=C1\Sc2ccccc2N(CC(=O)NC(C)c2ccccc2)C1=O (stereo not given)
    -0.7	2.0
> c1ncc(CC2CCNCC2)[nH]1
    -0.3	1.7
> C[C@@H]1CN([C@H](C)CO)C(=O)c2cc(NC(=O)CCC(F)(F)F)ccc2O[C@@H](C)CCCCO[C@@H]1CN(C)Cc1ccncc1
    8.2	-3.3
> COc1ccc(CN(C)C[C@H]2OCCCC[C@@H](C)Oc3ccc(NC(=O)c4ccccc4)cc3C(=O)N([C@@H](C)CO)C[C@H]2C)cc1
    0.9	·
> CCN(CC(=O)Nc1ccc(C)c(C)c1)S(=O)(=O)c1ccc(C)cc1
    -0.2	13.6
> COc1ccc(S(=O)(=O)Nc2cccc3c2O[C@H](CN(C)S(=O)(=O)c2cccs2)[C@@H](C)CN([C@H](C)CO)C3=O)cc1
    -1.1	·
> COc1ccc(S(=O)(=O)Nc2cccc3c2O[C@@H](CN(C)Cc2ccc(Oc4ccccc4)cc2)[C@H](C)CN([C@@H](C)CO)C3=O)cc1
    -0.2	·
> C[C@H](CO)N1C[C@H](C)[C@H](CN(C)S(=O)(=O)c2ccc(F)cc2)Oc2ccc(NS(=O)(=O)c3ccc(F)cc3)cc2C1=O
    1.4	·
> COc1ccc(C#Cc2ccc3c(c2)O[C@H](CN(C)C(=O)c2ccccn2)[C@H](C)CN([C@@H](C)CO)S3(=O)=O)cc1
    -4.0	-8.6
> CNC[C@@H]1Oc2ccc(NC(=O)CCN3CCOCC3)cc2C(=O)N([C@H](C)CO)C[C@@H]1C
    -3.8	2.7
> COc1cccc(-c2cnc3c(c2)C(=O)N([C@H](C)CO)C[C@@H](C)[C@@H](CN(C)CC2CCOCC2)O3)c1
    -0.6	13.8
> COc1ccc(CCNC(=S)N2CCN(C(=O)c3ccco3)CC2)cc1OC
    -0.7	-11.7
> COc1ccc(NC(=O)N[C@H]2C=C[C@@H](CC(=O)NC3CCCCC3)O[C@H]2CO)cc1
    0.3	10.9
> C[C@@H]1CN([C@H](C)CO)C(=O)Cc2cc(NC(=O)Cn3cnnn3)ccc2O[C@H]1CN(C)Cc1ccc(C(=O)Nc2ccccc2N)cc1
    ·	-19.5
> CC(=O)c1ccc(NC(=O)CCCC(=O)O)cc1
    -0.2	0.2
> C/C=C/c1ccc2c(c1)O[C@@H](CN(C)S(C)(=O)=O)[C@H](C)CN([C@H](C)CO)S2(=O)=O
    1.3	-2.8
> CCCSc1nnc(NC(=O)c2nc(SC)ncc2Cl)s1
    2.6	15.9
> CCC(=O)N1C[C@H](C)[C@H](OC)CN(C)C(=O)c2ccc(NC(=O)Nc3ccc(Cl)cc3)cc2OC[C@H]1C
    0.4	-8.1
> CNC[C@H]1Oc2c(NS(=O)(=O)c3ccc(F)cc3)cccc2C(=O)N([C@H](C)CO)C[C@H]1C
    3.5	5.2
> C[C@H]1CN([C@@H](C)CO)C(=O)Cc2cc(NS(=O)(=O)c3ccccc3)ccc2O[C@@H]1CN(C)S(=O)(=O)c1cccs1
    -2.2	·
> O=c1onc2cnc3ccccc3n12
    -0.7	·

Other results
Under each structure: IDH1 R132H inh	EZH2 inh
> COc1ccccc1C(=O)Oc1c(CN2CCOCC2)cc(Cl)c2cccnc12
    -1.2	-24.6
> Cc1noc(C)c1NC(=O)Nc1ccc2c(c1)C(=O)N([C@@H](C)CO)C[C@H](C)[C@H](CN(C)C(=O)Nc1c(C)noc1C)O2
    -0.6	·
> COc1ccc(NC(=O)N[C@H]2C=C[C@H](CC(=O)NC3CCC3)O[C@H]2CO)cc1
    -0.2	1.9
> C[C@H]1CN([C@@H](C)CO)C(=O)c2cc(NC(=O)CCC(F)(F)F)ccc2O[C@H]1CN(C)Cc1ccc(Cl)c(Cl)c1
    ·	-8.5
> C[C@H](CO)N1C[C@H](C)[C@H](CN(C)S(C)(=O)=O)Oc2ccc(NC(=O)C3CC3)cc2CC1=O
    0.4	11.5
> N/C(=N\c1nc(-c2cccs2)cc(C(F)(F)F)n1)Nc1cccc(Cl)c1
    0.6	-198.8
> CNC[C@H]1OCCCC[C@@H](C)Oc2ccc(NC(=O)Nc3ccc(C(F)(F)F)cc3)cc2C(=O)N([C@@H](C)CO)C[C@H]1C
    4.0	-23.0
> C[C@H](CO)N1C[C@H](C)[C@@H](CN(C)S(=O)(=O)c2cccs2)Oc2c(NC(=O)c3cnccn3)cccc2C1=O
    -1.0	·
> CCCN1C[C@H](C)[C@H](OC)CN(C)C(=O)c2ccc(NC(=O)C3CC3)cc2OC[C@H]1C
    -0.1	2.7
> COCCOC(=O)C1=C(C)NC(C)=C(C(=O)OC(C)C)C1c1cccc([N+](=O)[O-])c1 (stereo not given)
    -0.9	·
> COCC#Cc1ccc2c(c1)O[C@@H](CN(C)S(C)(=O)=O)[C@@H](C)CN([C@@H](C)CO)S2(=O)=O
    -0.2	-1.8
> C[C@@H]1CN([C@H](C)CO)C(=O)c2cc(NC(=O)CCCN(C)C)ccc2O[C@@H]1CN(C)S(=O)(=O)c1cccs1
    0.1	·
> C[C@H](CO)N1C[C@H](C)[C@H](CN(C)Cc2ccc(Oc3ccccc3)cc2)Oc2ccc(N(C)C)cc2C1=O
    0.7	8.4
> C[C@H](CO)N1C[C@H](C)[C@@H](CN(C)Cc2ccncc2)Oc2cc(Br)ccc2S1(=O)=O
    1.0	8.5
> O=C(C[C@@H]1CC[C@H](NC(=O)c2ccc(F)cc2)[C@H](CO)O1)NCCc1ccncc1
    0.1	-1.6
> C[C@@H]1CN([C@H](C)CO)C(=O)Cc2cc(N(C)C)ccc2O[C@@H]1CN(C)CC1CC1
    0.6	-0.3
> C[C@@H]1CCCCO[C@H](CN(C)S(=O)(=O)c2cn(C)cn2)[C@@H](C)CN([C@H](C)CO)C(=O)c2cc(NC(=O)CCCN(C)C)ccc2O1
    2.1	·
> COc1ccc(NC(=O)N[C@@H]2CC[C@H](CCn3cc(-c4ccc(OC)cc4)nn3)O[C@H]2CO)cc1
    0.2	3.2
> Cc1noc(C)c1S(=O)(=O)Nc1ccc2c(c1)C(=O)N([C@H](C)CO)C[C@@H](C)[C@H](CN(C)C(=O)c1ccncc1)OCCCC[C@@H](C)O2
    3.1	·
> C[C@@H]1CCCCO[C@@H](CN(C)C(=O)CCC(F)(F)F)[C@@H](C)CN([C@@H](C)CO)C(=O)c2cc(NC(=O)CCC(F)(F)F)ccc2O1
    -0.2	·
> Cc1nn(-c2ccccc2)c(C)c1/C=N/N1CCN(Cc2ccccc2)CC1
    -3.1	26.6
> Cc1nc2n(c(=O)c1CCN1CCC(c3noc4cc(F)ccc34)CC1)CCCC2
    0.0	-10.6
> C[C@@H]1CN([C@H](C)CO)C(=O)c2cccc(NC(=O)Nc3ccc(F)cc3)c2O[C@H]1CN(C)Cc1ccc(-c2ccccc2)cc1
    1.8	·
> CO[C@H]1CN(C)C(=O)c2ccc(NC(=O)C3CCOCC3)cc2OC[C@H](C)N(CC2CC2)C[C@H]1C
    0.1	0.0
> Cc1noc(C)c1NC(=O)N(C)C[C@@H]1Oc2ccc(NS(C)(=O)=O)cc2CC(=O)N([C@@H](C)CO)C[C@H]1C
    0.3	·
> COC(=O)C1=C(C)NC(C)=C([N+](=O)[O-])[C@@H]1c1ccccc1C(F)(F)F
    -2.1	-2.9
> C[C@@H]1CN([C@H](C)CO)S(=O)(=O)c2ccc(C3=CCCC3)cc2O[C@H]1CN(C)C(=O)c1cccnc1
    17.5	1.7
> CO[C@@H]1CN(C)C(=O)c2cc(NS(C)(=O)=O)ccc2OC[C@H](C)N(CC2CC2)C[C@@H]1C
    0.4	-2.7
> C[C@@H]1CN([C@@H](C)CO)C(=O)c2cc(-c3ccc(F)cc3)cnc2O[C@@H]1CN(C)C(=O)c1ccc(F)cc1
    ·	-3.0
> CO[C@@H]1CN(C)C(=O)c2cc(NC(=O)C3CCCCC3)ccc2OC[C@@H](C)N(C(=O)Nc2ccc(C(F)(F)F)cc2)C[C@H]1C
    -0.2	-18.8

Full records as entered above. Values in the order: IDH1 R132H inh | EZH2 inh
`CO[C@@H]1CN(C)C(=O)c2cc(NC(=O)C3CCCCC3)ccc2OC[C@@H](C)N(C(=O)Nc2ccc(C(F)(F)F)cc2)C[C@H]1C` in the list: -0.2 | -18.8
`CNC[C@H]1OCCCC[C@@H](C)Oc2ccc(NC(=O)Nc3ccc(C(F)(F)F)cc3)cc2C(=O)N([C@@H](C)CO)C[C@H]1C` in the list: 4.0 | -23.0
`C[C@@H]1CN([C@H](C)CO)C(=O)Cc2cc(N(C)C)ccc2O[C@@H]1CN(C)CC1CC1` in the list: 0.6 | -0.3

Remaining list, next part
Under each structure: IDH1 R132H inh	EZH2 inh
> COc1ccc(S(=O)(=O)Nc2ccc3c(c2)C(=O)N([C@@H](C)CO)C[C@H](C)[C@@H](CN(C)S(=O)(=O)c2ccc(C)cc2)OCCCC[C@H](C)O3)cc1
    -11.6	·
> C[C@@H]1CN([C@@H](C)CO)C(=O)c2cc(NC(=O)C3CCCCC3)ccc2O[C@@H]1CN(C)Cc1ccc(C(F)(F)F)cc1
    0.8	·
> CC(C)NC(=O)Nc1cccc2c1O[C@@H](CN(C)S(=O)(=O)c1ccc(Cl)cc1)[C@H](C)CN([C@H](C)CO)C2=O
    -3.0	·
> C/C=C(/C)C(=O)O[C@H]1C[C@@](C)(O)C(=O)[C@@H](OC(=O)/C(C)=C\C)[C@@]2(C)CC[C@@](O)(C(C)C)[C@H]12
    -0.2	10.1
> C[C@H]1CN([C@@H](C)CO)C(=O)c2cc(-c3cncnc3)cnc2O[C@H]1CN(C)C(=O)c1ccccc1F
    0.4	·
> C[C@H](O)C#Cc1cnc2c(c1)C(=O)N([C@@H](C)CO)C[C@@H](C)[C@H](CN(C)C(=O)Nc1ccc(C(F)(F)F)cc1)O2
    ·	-10.6
> C[C@H]1CN([C@@H](C)CO)C(=O)c2cc(C#Cc3ccccc3)cnc2O[C@H]1CN(C)S(=O)(=O)c1ccccc1F
    -1.1	-18.9
> Cc1noc(C)c1NC(=O)Nc1ccc2c(c1)C(=O)N([C@@H](C)CO)C[C@@H](C)[C@@H](CN(C)S(=O)(=O)c1c(C)noc1C)O2
    12.7	·
> Cc1noc(C)c1S(=O)(=O)N(C)C[C@H]1OCCCC[C@H](C)Oc2ccc(NC(=O)Nc3ccc(F)cc3)cc2C(=O)N([C@@H](C)CO)C[C@@H]1C
    -6.3	·
> C[C@H]1CN([C@@H](C)CO)C(=O)Cc2cc(NC(=O)CCN3CCOCC3)ccc2O[C@H]1CN(C)S(=O)(=O)c1cccs1
    -1.4	·
> C[C@H](CO)N1C[C@H](C)[C@@H](CN(C)C(=O)Cc2ccccn2)Oc2ncc(-c3cncnc3)cc2C1=O
    -0.3	-0.6
> C[C@@H]1CN([C@@H](C)CO)C(=O)c2cc(NC(=O)NC3CCCCC3)ccc2O[C@H]1CN(C)Cc1ccc(-c2ccccc2)cc1
    1.1	·
> C[C@@H]1CN([C@@H](C)CO)C(=O)Cc2cc(NS(=O)(=O)c3cccs3)ccc2O[C@H]1CN(C)C(=O)Nc1ccc2c(c1)OCO2
    2.3	·
> C[C@H]1CCCCO[C@H](CN(C)S(=O)(=O)c2cn(C)cn2)[C@@H](C)CN([C@@H](C)CO)C(=O)c2cc(NC(=O)Nc3cccc4ccccc34)ccc2O1
    -11.1	·
> O=C(CSc1nc(N2CCCCC2)nc(N2CCCCC2)n1)Nc1ccc(Cl)cc1
    0.1	-1.3
> CCn1c2ccccc2c2nnc(SCC(N)=O)nc21
    -0.4	5.4
> CC(C)NC(=O)N(C)C[C@H]1Oc2cc(C#Cc3cccc(F)c3)ccc2S(=O)(=O)N([C@@H](C)CO)C[C@@H]1C
    0.0	·
> Cc1ccc(-c2nnc(SCC(=O)Nc3cccc([N+](=O)[O-])c3)n2-c2ccccc2)cc1Cl
    0.7	-7.9
> CCC1=C/C(=C\N(C)c2ccccc2)C(=O)S1
    0.8	5.0
> CCOC(=O)c1c(C)oc2ccc(OCC(=O)c3ccc(Cl)cc3)cc12
    0.0	·
> C[C@H](CO)N1C[C@H](C)[C@@H](CN(C)C(=O)Nc2ccc(F)cc2)Oc2cc(/C=C/c3ccccc3)ccc2S1(=O)=O
    0.0	14.4

Given field by field: entries from further up
O=C(CSc1nc(N2CCCCC2)nc(N2CCCCC2)n1)Nc1ccc(Cl)cc1
  IDH1 R132H inh = 0.1
  EZH2 inh = -1.3
C[C@@H]1CN([C@@H](C)CO)C(=O)c2cc(NC(=O)C3CCCCC3)ccc2O[C@@H]1CN(C)Cc1ccc(C(F)(F)F)cc1
  IDH1 R132H inh = 0.8
  EZH2 inh = ·
